T cell modulator – T cell immune modulation candidate; 2C CD8+ T cell-vesicle binding, flow cytometry; active compounds read low; calls only at 7 µM; 330,000 tested, 0.068% active;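 active means response, share of CD8 T cells binding vesicles, and their 90th percentile fluorescence all below set limits, cut at about 80% in these data, passing the limit was not always enough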
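Benchmarks: naked versus QL9-loaded vesicles / Assay system: purified 2C TCR transgenic mouse naive CD8+ T cells / Technique: high-throughput flow cytometry with anti-B7-1 and anti-CD8 staining / Timing: Cell–vesicle co-incubation 1.5 h at 37 °C, staining 20 min on ice / Read-out: percent CD8+ FL2 mean versus row control / Probe or stimulus: QL9-loaded Drosophila micro-vesicles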
Myeloid diff MLP – promotes myeloid progenitor differentiation. ER-HoxA9 myeloid progenitors, lysozyme-GFP differentiation, flow cytometry. calls only at 10 µM. 360,000 tested, 1% active. AID 624256;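 active means normalized GFP-positive differentiation at or above the plate's own cutoff, the solvent-only control mean plus 3 SD; inconclusive means no clear call, values can overlap the other calls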;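 further: cells exposed to compound for four days before flow analysis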
West Nile antiviral – West Nile virus antiviral activity, cell-based, CPE readout (AID 1621). West Nile virus-infected cells, CPE inhibition; higher % means a stronger effect. CPE inhibition, % at 10 µM; hits with a dose series show IC50 in µM. 290,000 tested, 0.02% active; in the data active means a potency from the dose series; inconclusive means CPE inhibition mostly from about 3.7% at the one dose, without a potency; inactive means the rest, 99 in 100 with CPE inhibition below about 2.2%; further: strong numbers were not always called active
T cell modulator vesicle-bound % – recorded beside T cell modulator, whose call it bears; double positive events, %; measured here: CD8+ vesicle-bound cell fraction;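 binding gate set so that unloaded-vesicle control wells show 10% double positive cells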
Myeloid diff MLP GFP+ MAC1+ % – also measured in Myeloid diff MLP; calls as there; GFP+ MAC1+ double positive, %; measured here: differentiation confirmed by MAC1 staining
Active calls of the source: *; i = inactive; ? = inconclusive; nt = no result given; + = active, no number.

Molecule | T cell modulator | T cell modulator vesicle-bound % | Myeloid diff MLP | Myeloid diff MLP GFP+ MAC1+ % | West Nile antiviral
Nc1ncnc2sc3c(c12)CCNC3 | i | 34.1 | i | 0.2 | 0.5%
CCNC(=S)N(CCc1c(C)[nH]c2ccc(Cl)cc12)Cc1cccnc1 | i | 60.3 | i | 0.5 | -0.1%
Cc1ccc(CN2CCNC(=O)C2CC(=O)N(C)C2CCCCC2)cc1 (configuration not stated) | i | 34.0 | i | 0.9 | -0.3%
Cc1ccc2oc(=O)n(Cc3ccc(OC(C)C)cc3)c2c1 | i | 39.9 | i | 1.4 | -2.1%
O=C(CCc1ccccc1)Nc1ccc2c(c1)C(=O)OC2 | i | 48.9 | i | 0.9 | -0.3%
O=C(Nc1sc2c(c1C(=O)O)CCCC2)c1ccc(F)cc1 | i | 52.6 | i | 0.3 | 0.0%
C[n+]1ccccc1/C=C/c1ccc2ncccc2c1 | i | 36.5 | + | 3.3* | 0.3%
CCOC(=O)CN1C(=O)N[C@@H](c2cccs2)C(C(C)=O)=C1C | i | 43.6 | i | 1.6 | 0.0%
CC1CCCCN1CCCNc1ccc(C(CC(N)=O)NC(=O)Cc2ccc(Br)cc2)cc1[N+](=O)[O-] (configuration not stated) | i | 14.0 | i | 0.6 | 0.1%
CCn1cc(C(=O)NCCO)c(=O)c2cc(F)c(N3CCN(C)CC3)cc21 | i | 12.3 | i | 0.5 | 0.5%
CC(=O)n1cc([C@H]2C=C(C(N)=O)O[C@@H](OCc3ccc(CO)cc3)C2)c2ccccc21 | i | 13.8 | i | 1.5 | 1.1%
Nc1cccc(-c2csc(-n3ncc(C(=O)O)c3C(F)(F)F)n2)c1 | i | 43.3 | i | 0.5 | -0.6%
CCOCCCNC(=O)Cn1cnc2c(cnn2-c2ccc(OC)cc2)c1=O | i | 34.9 | i | 1.1 | -2.0%
O=[N+]([O-])c1ccc(NCCc2ccccc2)c(Br)c1 | i | 8.7 | i | 0.2 | -0.9%
O=C1CSC(c2cccc([N+](=O)[O-])c2)N1CCc1ccccc1 (configuration not stated) | i | 55.0 | i | 0.7 | -1.5%
CN(Cc1cccc(F)c1)C(=O)C(c1ccccc1)c1ccccc1 | i | 44.8 | i | 0.7 | -0.2%
O=C1N[C@@H](Cc2cn(S(=O)(=O)c3ccccc3)c3ccccc23)C(=O)N[C@H]1Cc1ccccc1 | i | 35.5 | i | 0.5 | 0.0%
COc1ccc(CN(C)C(=O)Cc2c[nH]c3ccccc23)c(OC)c1OC | i | 22.1 | i | 0.9 | -0.5%
COc1cc(CCCN2C(=O)C(=O)NC[C@H]2Cc2cccc3ccccc23)cc(OC)c1OC | i | 19.4 | i | 1.8 | -0.7%
CC(=O)c1ccc([N+](=O)[O-])c(CS(=O)(=O)c2ccc(Cl)cc2)c1 | i | 56.9 | i | 0.9 | -0.3%
C#Cc1cccc(-n2nnc(C(=O)OC)c2-c2ccccc2)c1 | i | 8.5 | i | 0.6 | -0.2%
O=c1c2ccccc2[nH]c(=S)n1CCCN1CCN(c2ccccc2)CC1 | i | 28.0 | i | 0.8 | -1.4%
CC(=O)Nc1ccc(OCCOc2ccccc2C(C)=O)cc1 | i | 9.9 | i | 1.1 | -1.1%
CCOc1ccccc1NC(=O)CN1CCN(Cc2ccccc2)CC1 | i | 49.1 | i | 0.1 | -1.3%
O=C1CCN(Cc2ccc([N+](=O)[O-])cc2)CCN1CCO | i | 22.2 | i | 1.5 | -0.2%
COCCCNc1nc2ccccc2nc1NS(=O)(=O)c1ccc(Cl)cc1 | i | 48.8 | i | 0.3 | -0.7%
N#CC[C@H](Cc1ccccc1)N1CCN(CCc2ccccc2)CCC1=O | i | 62.9 | i | 1.4 | 0.1%
COc1ccc(C(=O)CC(=O)C(=O)Nc2ccc(C)c(Cl)c2)cc1 | i | 41.3 | i | 0.6 | -0.2%
COC(=O)C1=C(C)N(CCCC(=O)O)C(=O)NC1c1cccc(OC)c1 (configuration not stated) | i | 24.7 | i | 1.2 | -0.1%
CCc1ccccc1NC(=O)C1(S(=O)(=O)c2ccc(C)cc2)CC1 | i | 12.5 | i | 1.3 | -1.1%

Remaining list, next part
Molecule | T cell modulator | T cell modulator vesicle-bound % | Myeloid diff MLP | Myeloid diff MLP GFP+ MAC1+ % | West Nile antiviral
O=C(/C=C/c1ccc(O)c(O)c1)OCCc1ccccc1 | i | 45.3 | i | 2.8 | 1.0%
CCC(C)[C@H]1COCCS(=O)(=O)N1Cc1ccc(Br)cc1 (some centres not stated) | i | 61.2 | i | 0.4 | -1.0%
CCOC(=O)C1CN(S(=O)(=O)c2ccc(OC)cc2)c2cc(Cl)ccc2O1 (configuration not stated) | i | 28.9 | i | 0.7 | -0.8%
CCCCCc1ccc(-c2cn(CC3CCCCC3)nn2)cc1 | i | 38.6 | i | 1.4 | -1.2%
Cc1ccc(C)c(Nc2cc(C)nc(-c3ccccc3O)n2)c1 | i | 34.7 | ? | nt | 1.5%
O=C(CCc1ccccc1)NNC(=O)Nc1ccc(Cl)cc1 | i | 31.2 | i | 0.8 | 0.7%
COC(=O)[C@H]1C[C@@H]1[C@H](NC(=O)c1cccnc1)c1ccccc1 | i | 16.6 | i | 1.8 | 0.3%
Cc1oc2c(c(C)cc3oc(=O)c(CC(=O)N[C@@H](CC(C)C)C(=O)O)c(C)c32)c1C | i | 22.3 | i | 1.0 | 0.4%
CC(C)Sc1ccccc1C(=O)Nc1ccc2c(c1)n(C)c(=O)n2C | i | 44.6 | i | 0.5 | -0.6%
CCOC(=O)C1=C(C)N=c2s/c(=C\c3ccc(C(=O)O)cc3)c(=O)n2C1c1ccc(OC)cc1OC (configuration not stated) | i | 59.9 | i | 0.4 | -0.4%
CC(C)(C)NC(=O)[C@@H]1CN(Cc2cccnc2)CCN1C[C@@H](O)C[C@@H](Cc1ccccc1)C(=O)N[C@H]1c2ccccc2C[C@H]1O | i | 47.9 | i | 0.9 | -0.7%
Cc1c(-c2ccccc2)nnn1-c1ccc(F)cc1F | i | 11.2 | i | 1.3 | 0.3%
CCC[n+]1c2ccccc2cc2ccccc21 | i | 14.9 | i | 1.1 | 0.3%
O=C(N/N=C/c1c[nH]c2ccccc12)c1ccc([N+](=O)[O-])cc1Cl | i | 23.3 | i | 0.7 | -1.5%
COC(=O)c1c(C)cc(O)c(C=O)c1O | i | 57.3 | i | 1.5 | -0.1%
CCOc1cc(CN2CCc3c([nH]c4ccccc34)C2)ccc1OC | i | 44.0 | i | 0.9 | -1.7%
CCc1cc(-c2nnc(SCC(=O)NC3CC3)n2C)cs1 | i | 7.2 | i | 0.4 | 1.3%
CCCC[C@@H]1CN=C(N)N1CCc1cccc(F)c1 | i | 25.4 | i | 1.2 | -0.1%
C=CCn1nc(-c2ccccc2)cc1C(=O)OCC | i | 46.9 | i | 1.3 | 0.0%
COc1ccc(CNC(=O)[C@H](Cc2c[nH]c3ccccc23)NC(=O)[C@@H]2Cc3ccccc3CN2)cc1 | i | 18.0 | i | 2.6 | -0.3%
O=C1Nc2cc(Cl)ccc2Nc2cscc21 | i | 46.3 | i | 0.9 | -0.5%
CC(C)(CC(=O)O)CC(=O)N1CCN(c2nc3ccc(Cl)cc3s2)CC1 | i | 26.8 | i | 0.7 | -1.7%
O=C(O)C1CCCN1S(=O)(=O)c1ccc(Cl)cc1 (configuration not stated) | i | 57.7 | i | 0.3 | -0.8%
CC(C)(C)C(=O)Nc1cc(NC(=O)C(C)(C)C)cc(C(=O)NNC(=O)c2ccncc2)c1 | i | 59.9 | + | 2.7* | -0.2%
Cc1ccc(SC[C@H](C)CN2CC[C@H](NC(=O)OCc3ccccc3)CCC2=O)cc1 | i | 15.4 | i | 1.9 | -1.2%
COc1ccc(Cl)cc1NS(=O)(=O)N1CCOCC1 | i | 10.6 | i | 0.9 | 0.7%
O=C(O)CCc1[nH]c2ccccc2c1Sc1ccccc1 | i | 24.0 | i | 1.5 | -0.1%
Cc1cc(=O)oc2c3c(cc(OCC(=O)N[C@H](C(=O)O)c4ccccc4)c12)OC(C)(C)CC3 | i | 44.8 | i | 1.8 | -0.1%
c1ccc(CN2CCN(c3cnc4ccccc4n3)CC2)cc1 | i | 62.9 | i | 0.7 | -1.0%
C=C1CCN([C@H](C(=O)O)C(C)C)S(=O)(=O)c2ccccc21 | i | 31.6 | i | 2.5 | 1.5%

Part of the list above in order of molecular weight, lowest first:
Molecule | T cell modulator | T cell modulator vesicle-bound % | Myeloid diff MLP | Myeloid diff MLP GFP+ MAC1+ % | West Nile antiviral
COc1ccc(CN(C)C(=O)Cc2c[nH]c3ccccc23)c(OC)c1OC | i | 22.1 | i | 0.9 | -0.5%
CC(C)(C)C(=O)Nc1cc(NC(=O)C(C)(C)C)cc(C(=O)NNC(=O)c2ccncc2)c1 | i | 59.9 | + | 2.7* | -0.2%
O=C1N[C@@H](Cc2cn(S(=O)(=O)c3ccccc3)c3ccccc23)C(=O)N[C@H]1Cc1ccccc1 | i | 35.5 | i | 0.5 | 0.0%

Reformatted with values under each structure: part of the list above
Under each structure – T cell modulator | T cell modulator vesicle-bound % | Myeloid diff MLP | Myeloid diff MLP GFP+ MAC1+ % | West Nile antiviral
- O=C(N/N=C/c1c[nH]c2ccccc12)c1ccc([N+](=O)[O-])cc1Cl
  i | 23.3 | i | 0.7 | -1.5%
- COC(=O)c1c(C)cc(O)c(C=O)c1O
  i | 57.3 | i | 1.5 | -0.1%
- CCOc1cc(CN2CCc3c([nH]c4ccccc34)C2)ccc1OC
  i | 44.0 | i | 0.9 | -1.7%

Remaining list, next part:
Molecule | T cell modulator | T cell modulator vesicle-bound % | Myeloid diff MLP | Myeloid diff MLP GFP+ MAC1+ % | West Nile antiviral
Cc1cc(=O)n(Cc2ccccc2)c2ccccc12 | i | 28.4 | i | 0.8 | -0.1%
COc1ccc(C(=O)c2ccc3oc(-c4ccc(OC)cc4)c(C#CCCO)c3c2)cc1 | i | 30.0 | i | 1.2 | 0.1%
CC(C)C[C@H](N)C(=O)N1CCC(C(=O)N[C@H](C(=O)NCc2ccc(F)cc2)C(C)C)CC1 | i | 45.8 | i | 3.6 | -0.1%
CN1C2CCC1CC(NC(=O)c1ccc([N+](=O)[O-])cc1)C2 (configuration not stated) | i | 56.0 | i | 0.9 | 0.4%
COC(=O)c1[nH]c2c(c1C)C(=O)CC(c1ccc(OC)c(OC)c1)C2 (configuration not stated) | i | 52.9 | i | 0.2 | -0.6%
c1ccc(CCNc2cnccn2)cc1 | i | 7.0 | i | 1.0 | -0.3%
CC(C)[C@@H](C(=O)N1CCCC1)N1C(=O)N2CCc3c([nH]c4ccccc34)[C@@]2(C)C1=O | i | 33.2 | i | 3.9 | -0.3%

Filtered by structure, the entries above containing bromine.
Molecule | T cell modulator | T cell modulator vesicle-bound % | Myeloid diff MLP | Myeloid diff MLP GFP+ MAC1+ % | West Nile antiviral
CC1CCCCN1CCCNc1ccc(C(CC(N)=O)NC(=O)Cc2ccc(Br)cc2)cc1[N+](=O)[O-] (configuration not stated) | i | 14.0 | i | 0.6 | 0.1%
O=[N+]([O-])c1ccc(NCCc2ccccc2)c(Br)c1 | i | 8.7 | i | 0.2 | -0.9%
CCC(C)[C@H]1COCCS(=O)(=O)N1Cc1ccc(Br)cc1 (some centres not stated) | i | 61.2 | i | 0.4 | -1.0%

Only Myeloid diff MLP and Myeloid diff MLP GFP+ MAC1+ %, for some of the entries so far:
Molecule	Myeloid diff MLP	Myeloid diff MLP GFP+ MAC1+ %
c1ccc(CCNc2cnccn2)cc1	i	1.0
COC(=O)[C@H]1C[C@@H]1[C@H](NC(=O)c1cccnc1)c1ccccc1	i	1.8

Compound activity: PubChem, several laboratories

The list is partial, so the mix of outcomes need not match the whole.
